OX1R antag-1: blocks the human orexin 1 receptor; CHO/OX1R cells, Fluo-8 calcium fluorescence, orexin A; inhibition, % at 5 µM; 330,000 compounds, 0.43% hits; AID 434989;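 active means inhibition above its plate's threshold, mean inhibition of all tested compounds on the plate plus 3 SD, cut at about 37% in these data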;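 further: 0% = orexin A challenge wells and 100% = SB-334867-A antagonist wells; not every result past the cut was called active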
Target sequence (O43613 whole entry, looked up): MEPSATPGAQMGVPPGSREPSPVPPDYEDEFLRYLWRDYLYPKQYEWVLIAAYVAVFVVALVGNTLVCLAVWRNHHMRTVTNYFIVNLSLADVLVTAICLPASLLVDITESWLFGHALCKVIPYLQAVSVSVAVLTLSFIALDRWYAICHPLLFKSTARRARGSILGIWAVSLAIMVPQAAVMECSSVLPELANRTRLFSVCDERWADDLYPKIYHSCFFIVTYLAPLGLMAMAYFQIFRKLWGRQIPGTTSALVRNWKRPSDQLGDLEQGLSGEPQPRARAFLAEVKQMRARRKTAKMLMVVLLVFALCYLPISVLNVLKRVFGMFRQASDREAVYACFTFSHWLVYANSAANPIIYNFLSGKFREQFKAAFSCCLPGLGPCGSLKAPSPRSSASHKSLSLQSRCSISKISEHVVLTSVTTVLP
OX1R antag-2: blocks the human orexin 1 receptor; O43613; OX1R-expressing cells, FRET antagonist read-out; inhibition, % at 6.6 µM; 330,000 compounds, 1.8% hits; AID 485270; in the data active means inhibition mostly above about 38%, no sharp cut-off; inactive means mostly below about 40%;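 further: 0% = agonist challenge alone and 100% = reference antagonist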
An asterisk follows results filed as active.

Every second line gives: OX1R antag-1 | OX1R antag-2
> Cc1ccccc1NC(=O)CC(O)(C(F)(F)F)C(F)(F)F
  -3 | 14
> Cn1nccc1NC(=O)Nc1ccc(OC(F)(F)F)cc1
  -1 | 13
> CCOC(=O)c1cc(-c2ccc(OC)cc2OC)nn1-c1ccc(C(=O)O)cc1
  -15 | 22
> COc1ccc(S(=O)(=O)Nc2ccccc2)cc1OC
  -27 | 23
> CCOc1ccc(-n2c(=O)c3c4c(sc3n(CC(=O)NCCCOC)c2=O)CCCCC4)cc1
  -21 | 8
> Cc1ccc(S(=O)(=O)N2CCOCC2)cc1C(=O)Nc1ccccc1F
  -25 | 2
> CCc1ccc(-c2nc(CS(=O)CC(=O)NCCc3ccccc3)c(C)o2)cc1 (centres undefined)
  -30 | 0
> C=CCN(c1ccccc1OC)S(=O)(=O)c1cccc(C(=O)NC2=NCCS2)c1
  32 | 35
> Cn1c(=O)c2c(ncn2CC(=O)N/N=C/C=C\c2ccccc2[N+](=O)[O-])n(C)c1=O
  -6 | 15
> COc1ccc(S(=O)(=O)Nc2cccc(NC(C)=O)c2)cc1
  -7 | 2
> Cn1ncc([N+](=O)[O-])c1C(=O)Nc1ccc2c(c1)OCCO2
  -8 | 17
> CCOc1ccc(NC(=O)CCCCCN2C(=O)[C@@H]3Cc4ccccc4CN3C2=O)cc1
  -42 | 6
> CCOCCCNC(=O)C1CCN(S(=O)(=O)N(CC(C)C)CC(C)C)CC1
  1 | 14
> Cc1cc(=O)cc(C)n1-c1ccccc1N
  -6 | 9
> C[C@H](NC(=O)OCc1ccccc1)c1nnc([C@H](Cc2ccccc2)NC(=O)OC(C)(C)C)o1
  -23 | 24
> O=C(NCCO)c1scc2c1OCCO2
  -4 | 8
> CC(=O)Nc1ccc(-c2ccc(NC(C)=O)c(O)c2)cc1O
  -5 | 7
> CC1CCCC(C)N1C(=S)NCc1ccco1 (centres undefined)
  -4 | 7
> O=C(C1=C[C@@H](C2CC2)C[C@@H](OCCCCO)O1)N1CCN(Cc2ccccc2)CC1
  -17 | 5
> COc1ccc(CNC(=O)CCNS(=O)(=O)c2ccc(NC(C)=O)cc2)cc1OC
  6 | -3
> C/C(=N\NC(=O)c1cc(C2CC2)nc2ccccc12)c1ccc(C)s1
  -14 | 2
> CCOC(=O)c1c(C)[nH]c(C)c1C(=O)COC(=O)c1ccc(OC)cc1
  -8 | 28
> COc1ccc(Nc2nccc(-c3cccc(N)c3)n2)cc1
  -34 | 8
> Cc1ccc(-c2nc(SCC(=O)NCCN3C(=O)CSC3=O)[nH]c2-c2ccc(C)cc2)cc1
  -30 | 9
> O=C(O)/C=C\C(=O)NCc1cccnc1
  -8 | 11
> N/C(CCS(=O)(=O)c1ccc(Cl)cc1)=N\OC(=O)c1ccccc1Cl
  -15 | 7
> O=C(COC(=O)CC1Sc2ccccc2NC1=O)NCc1ccccc1 (centres undefined)
  -26 | 12
> C=CCS(=O)(=O)N1CCCC(Cc2ccccc2C)(C(=O)OCC)C1 (centres undefined)
  -14 | 23
> CCN1CCCC1CNS(=O)(=O)c1ccc(Br)cc1 (centres undefined)
  -8 | -10
> Cc1ccc(-c2cc[n+](Cc3ccccc3)cc2)cc1
  -3 | 26
> CC(NS(=O)(=O)c1ccccc1)C(=O)Nc1ccc2c(c1)OCCO2 (centres undefined)
  -13 | 22
> COc1cccc2cc(C(=O)CS(=O)(=O)c3ccc(C)cc3)c(=O)oc12
  -8 | 6
> O=C(N/N=C/c1ccsc1)c1ccc2c(c1)OCO2
  -16 | 5
> O=C(c1ccccc1)N1CN2CN(C(=O)c3ccccc3)CC([N+](=O)[O-])(C2)C1
  -14 | 8
> COc1ccccc1OCCNC(=O)C1CC(=O)N(Cc2ccc(C)cc2)C1 (centres undefined)
  -22 | 13
> COc1cc(S(=O)(=O)Nc2ccccn2)ccc1F
  3 | -1
> O=C(c1ccc(Cl)cc1)N1CCN(c2cccc3[nH]ccc23)CC1
  -10 | 4
> O=C(O)/C(=C\c1cccs1)Sc1nnc(-c2ccc(F)cc2)o1
  -9 | 14
> CCOc1ccc(-c2c(C(=O)N/N=C/c3cccs3)nnn2-c2nonc2N)cc1
  -15 | 5
> CN1C(=O)C(=O)N(CC(=O)N2CCc3ccccc32)C1=O
  -10 | 19
> C=CCNC(=O)CSc1nc2sc(C)c(C)c2c(=O)[nH]1
  -17 | 23
> Cn1c(=O)c2c(ncn2CC(=O)N2CCN(C(=O)c3ccco3)CC2)n(C)c1=O
  -8 | 19
> CCn1c(Oc2ccccc2F)nc2c1c(=O)n(C)c(=O)n2C
  -16 | 4
> CCc1ccccc1OCc1nnc(N)s1
  -26 | 15
> CCC(=O)Nc1ccc(OCC2CCCO2)cc1 (centres undefined)
  5 | 5
> On1nnc2ccccc21
  3 | 4
> Cc1cccc(OCCOCCN2CCOCC2)c1C
  -3 | 0
> COc1ccc(C2C(C(=O)c3ccc(C)o3)=C(O)C(=O)N2c2cc(C)on2)cc1OC (centres undefined)
  -30 | 28
> O=C(O)c1cccc(CSc2nnc(COc3ccccc3)o2)c1
  5 | 4
> Cn1c(C(=O)N2CCN(c3ccccn3)CC2)cc2ccccc21
  -11 | -9
> COc1cc2c(cc1OC)C(C)N(C(=O)c1cc3c(s1)-c1c(C)cccc1OC3)CC2 (centres undefined)
  -35 | 12
> CC(=O)c1ccc(N=Nc2c(C)[nH]n(-c3ccccc3)c2=O)cc1
  -21 | 14
> O=C(Cc1c(F)cccc1Cl)N1CCOCC1
  -8 | 16
> CCN1/C(=C2\C(=O)N(C)C(=S)N2c2ccccc2)C=Cc2ccccc21
  -9 | 57
> Cc1ccc(S(=O)(=O)N(CC(=O)N2CCOCC2)C2CCCCC2)cc1
  7 | 0
> CCC(C)(C)NC(=O)Cn1c(-c2ccc(C)cc2)noc1=O
  -12 | 5
> COc1ccc(CNC(=O)c2oc3ccc(S(=O)(=O)N4CCOCC4)cc3c2C)cc1
  -6 | 4
> Cc1cc(=O)oc2cc(OCC(=O)OCC(=O)NCCc3ccccc3)ccc12
  -2 | 6
> Cc1ccc(S(=O)(=O)N(C)CCCC(=O)NC(C)(C)C)cc1
  -17 | 20
> CSC1=C(C#N)C(c2ccccc2)C(C(C)=O)=C(C)N1 (centres undefined)
  -15 | 12

Further results.
Every second line gives: OX1R antag-1 | OX1R antag-2
> COc1ccc(CNc2nn[nH]n2)cc1OC
  -7 | 16
> CC(=O)c1cccc(NC(=S)NCCc2ccc(F)cc2)c1
  -15 | 16
> C/C(=N/NC(=O)c1sc(NS(=O)(=O)c2ccccc2)nc1C)c1sc(N)nc1C
  -32 | 18
> COc1ccc(C2c3c(-c4cc(Cl)c(C)cc4O)n[nH]c3C(=O)N2Cc2cccnc2)cc1OC (centres undefined)
  -28 | 11
> COc1ccccc1NC(=O)CSc1ccc2nnc(-c3ccncc3)n2n1
  -11 | 12
> COc1ccc(CCNC(=O)CCCCCn2c(SCC(N)=O)nc3cc4c(cc3c2=O)OCO4)cc1OC
  -15 | 14
> CCS(=O)(=O)N1CCN(C2CCC(c3ccccc3)CC2)CC1 (centres undefined)
  -11 | 3
> O=S(=O)([O-])C/C(=C\c1ccc(Cl)cc1)c1cc[n+](CCO)cc1
  -10 | 21
> CSc1nnc(C)c(=O)n1COC(=O)/C=C/c1ccccc1
  -17 | 14
> O=C(NCCCN1CCOCC1)c1cccc(S(=O)(=O)Nc2ccc(F)cc2)c1
  -21 | 3
> CC(C)CN(C(=O)C1CCCO1)C1CCS(=O)(=O)C1 (centres undefined)
  4 | 10
> CC1CCCCC1NC(=O)C1CCN(S(=O)(=O)c2cccc3nonc23)CC1 (centres undefined)
  -13 | 27
> CCOc1ccc(-c2nnn(CCC#N)n2)cc1OC
  4 | 17
> Nc1nncn1C(=O)c1cccs1
  -8 | 22
> COc1ccccc1OCCC(=O)OCC(=O)Nc1ccc(Br)cc1
  -16 | 10
> CC1=NN(C(N)=S)C(=O)C1N=Nc1c(Br)cc(Br)cc1Br (centres undefined)
  8 | 19
> COc1cc(/C=N/NC(=O)c2nc(-c3ccccc3)n(-c3ccccc3)n2)ccc1O
  -26 | 35
> Cc1ccc(NC(=O)CSc2nc(N)cc(=O)[nH]2)cc1S(=O)(=O)N1CCCCC1
  -18 | 3
> CCOC(=O)c1c(C)nc2c(c1-c1cc(OC)ccc1OC)C(=O)c1ccccc1-2
  -12 | 19
> CCN(CC)S(=O)(=O)c1cccc(C(=O)N[C@@H](C)c2nc3ccccc3[nH]2)c1
  -13 | 19
> CCc1ccc(CNC(=O)C2CCCN(c3nc4ccccc4o3)C2)cc1 (centres undefined)
  -16 | 6
> Cc1cccc(NC(=S)NC2CC3CCCC(C2)N3Cc2cccs2)c1C (centres undefined)
  -27 | 5
> COc1cccc(NC(=O)CSCc2cc(=O)n3nc(C4CC4)sc3n2)c1
  -15 | 5
> O=C(CC1CC2CCC1C2)N1CCN(S(=O)(=O)c2ccccc2[N+](=O)[O-])CC1 (centres undefined)
  -8 | 2
> CC(C)(O)C(=O)N=Nc1c(O)[nH]c2ccccc12
  -5 | 68
> Cc1cc(NC(=O)Nc2cc(F)ccc2F)no1
  -7 | 7
> CCCCN1C(=O)C(=O)N(CC(=O)Nc2ccccc2C(C)=O)C1=O
  -7 | 5
> Cc1ccc(C(c2nnnn2CCc2ccccc2)N2CCC(C)CC2)cc1 (centres undefined)
  4 | 19
> O=C(O)C1CC(c2ccccc2)=Nc2ccccc2S1 (centres undefined)
  -18 | 27
> Cc1ccc(N2C(=O)c3ccc(C(=O)O)cc3C2=O)c(C)c1
  9 | 13
> CCN1C(=NCCc2cccnc2)N[C@@H](c2ccccc2)C(C(=O)OC)=C1C
  -15 | -10
> CC(C)(C)NC(=S)Nc1ccc(Br)cc1
  -3 | 11
> Cc1cc(N2CCN(c3ccccn3)CC2)n2cc(-c3ccccc3)nc2n1
  -17 | 10
> COc1ccccc1CN1CC(C(=O)NCc2cccc(Cl)c2)CCC1=O (centres undefined)
  -38 | 10
> O=C(N/N=C\C=C\c1ccco1)C1COc2ccccc2O1 (centres undefined)
  -7 | 17
> CC(=O)c1c(C)[nH]c(C(=O)CN2CCN(S(=O)(=O)c3ccccc3)CC2)c1C
  -14 | 5
> Cc1ccc(O)c(NC(=O)COc2cc(C)ccc2C)c1
  2 | 7
> COc1cc(C(=O)Nc2nc3ccc(C)cc3s2)ccc1OCc1c(C)noc1C
  -15 | 8
> CCOC(=O)c1cnc(SC)nc1Oc1cccc(NS(=O)(=O)c2ccc(C)cc2)c1
  -23 | 12
> CCOC(=O)C1=C(N)Oc2c(oc(CO)cc2=O)C1c1ccc(F)c(F)c1 (centres undefined)
  -10 | 24
> COc1ccc(CN(C)CCc2ccccn2)cc1OC
  -10 | 3
> Cc1cc(=O)oc2c(C)c(OCC(=O)N3CCC(C(=O)O)CC3)ccc12
  2 | 14
> OCC1(Cc2ccccc2)CCN(Cc2cnc(-c3cccc4ccccc34)nc2)CC1
  -15 | 29
> CC1CN(C(=O)COC(=O)c2ccc(N)c([N+](=O)[O-])c2)CC(C)O1 (centres undefined)
  -3 | 31
> COc1ccc2cc(C(C)C(=O)N3CCC(C)CC3)ccc2c1 (centres undefined)
  -21 | 23
> Cc1cccc(NC(=O)[C@@H](NC(=O)[C@@H]2Cc3ccccc3CN2)C(C)C)c1
  -16 | 10
> CCOC(=O)c1ccc(NC(=O)c2nc(S(=O)(=O)Cc3ccccc3)ncc2Cl)cc1
  73* | 13
> Cc1cc(C)nc(NC(=O)/C=C/c2ccccc2Cl)n1
  -12 | 47
> O=C1CCC(C(=O)OCC(=O)c2ccccc2)N1 (centres undefined)
  -14 | 4
> CCCCOC(=O)c1ccc(NC(=S)NC(=O)c2c(Cl)cnn2C)cc1
  -34 | 17
> Cc1ccc(CC2C(=O)N(c3ccc(C)cc3)C(=O)C2C)cc1 (centres undefined)
  -26 | 17
> COc1ccc(CCNC(=O)CSc2nnc(CNc3ccc(Cl)cc3)o2)cc1OC
  -7 | 21
> O=C(c1ccccc1)c1cnc(Nc2ccccc2Cl)s1
  -34 | 26
> CCN1CCN(c2cc(C)nc(-c3ccccc3O)n2)CC1
  -14 | 15
> CCC(=NC(CC)CO)C1=C(O)CC(C)(C)CC1=O (centres undefined)
  -15 | -6
> CC(O)c1c(-c2ccccc2)nn(C)c1Cl (centres undefined)
  -5 | -1
> O=C(NCc1cccnc1)c1ccc2c(=O)n(CCCN3CCCC3=O)c(=S)[nH]c2c1
  -3 | 8
> CC(=O)Nc1ccc(-c2cc(-c3ccccc3)nc(-c3ccccc3)n2)cc1
  5 | 23
> COc1ccc(COC(=O)C2=C(C)NC(=O)NC2c2ccccc2F)cc1 (centres undefined)
  -26 | 0
> C=CC(C)N1C(=O)S/C(=C\c2ccc(N3CCOCC3)cc2C)C1=O (centres undefined)
  -37 | 15

Three compounds already listed, arranged by length of the SMILES, high to low.
Every second line gives: OX1R antag-1 | OX1R antag-2
> COc1cc2c(cc1OC)C(C)N(C(=O)c1cc3c(s1)-c1c(C)cccc1OC3)CC2 (centres undefined)
  -35 | 12
> Cn1c(=O)c2c(ncn2CC(=O)N2CCN(C(=O)c3ccco3)CC2)n(C)c1=O
  -8 | 19
> CCC(C)(C)NC(=O)Cn1c(-c2ccc(C)cc2)noc1=O
  -12 | 5

Carrying on:
Every second line gives: OX1R antag-1 | OX1R antag-2
> N#CC1=C(N)NC(SCc2ccc(F)cc2)=C(C#N)C12CCCCC2
  41 | 66
> Cc1noc(C)c1COC(=O)c1cccc(N(C)C)c1
  -27 | 8
> COc1cc(/C=N/NC(=O)c2ccccc2O)ccc1OC(=O)CC1SC(=O)NC1=O (centres undefined)
  -22 | 96*
> COc1ccc(NC(=O)CCCCC#Cc2ccccc2)cc1
  -36 | 16
> CCCC(C)NC(=O)c1ccc2[nH]c3c(c2c1)CC(C)CC3 (centres undefined)
  -24 | 20
> C=C1CCN(c2ccc(C(=O)NCCC)cc2[N+](=O)[O-])CC1
  -21 | 34

Two consecutive records from above, quoted:
Every second line gives: OX1R antag-1 | OX1R antag-2
> N#CC1=C(N)NC(SCc2ccc(F)cc2)=C(C#N)C12CCCCC2
  41 | 66
> Cc1noc(C)c1COC(=O)c1cccc(N(C)C)c1
  -27 | 8

High-throughput results as filed in PubChem.
